RBBP9 inhibitor = human RBBP9 inhibitors, primary screen, biochemical, fluorescence polarization, FP-Rh probe, HTS; recombinant RBBP9; inhibition, % at 7.94 µM; AID 1515, 2009; actives 0.2% (n = 220,000);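 active means inhibition above the campaign mean of all tested compounds plus 3 SD, cut at about 14% in these data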;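 further: plate controls were DMSO wells with RBBP9 for no effect and wells lacking RBBP9 protein for full effect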
Target sequence (O75884 whole entry, looked up): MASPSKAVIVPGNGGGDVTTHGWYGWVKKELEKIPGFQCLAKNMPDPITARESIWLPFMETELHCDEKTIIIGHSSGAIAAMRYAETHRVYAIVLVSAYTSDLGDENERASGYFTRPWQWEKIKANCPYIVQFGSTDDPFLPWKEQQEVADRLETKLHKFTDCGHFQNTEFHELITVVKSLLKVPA
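Test system: recombinant human RBBP9; Timing: 30 min then 45 min, 25 °C; Detection: fluorescence polarization; Control set: RBBP9 with DMSO as uninhibited control, no-protein wells as full inhibition; Compound dosing: one concentration, 7.94 µM nominal, 0.794% DMSO; Probe or stimulus: FP-Rh activity-based probe, 375 nM before mixing.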
PPC-1+TRAIL kill = compounds killing PPC-1 cancer cells with TRAIL present, primary screen, TRAIL potentiator project, ATPLite luminescence, uHTS | cell killing (% activity), % at 4 µM | PPC-1 cells + TRAIL, ATPLite viability luminescence | actives 0.41% (n = 220,000) | AID 1443, 2008;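 active means cell killing above 50% in the first pass at 4 µM, then a duplicate retest at 5 µM averaging 50% or more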;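 further: plate controls were cells with TRAIL plus DMSO for no effect and medium-only wells lacking cells for full effect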
NCF1 inh = p47phox/p22phox peptide binding inhibitors, primary screen, biochemical, uHTS, NADPH oxidase regulatory subunit. inhibition, % at 24.7 µM. actives 0.53% (n = 220,000). fluorescence polarization, 2 h;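 active means inhibition above about 30%, limit read from the data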;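 further: 0% = p47phox with labelled peptide and 100% = labelled peptide alone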
EP2 antag = human EP2 receptor antagonists, primary screen, TR-FRET cAMP, C6 glioma cells; inhibition, % at 25 µM; actives 0.52% (n = 260,000); C6 glioma cells expressing human EP2; cells stimulated with saturating PGE2; Prostaglandin E2 receptor EP2 subtype (Homo sapiens), P43116;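 active means percent inhibition above 40 after rounding to a whole number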;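 further: rat C6 glioma host cells with rolipram phosphodiesterase inhibitor present; the protocol text gives 20 µM as final concentration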
p97 inhibitor = inhibitors of human p97 ATPase, primary screen, biochemical | recombinant p97 ATPase, Kinase-Glo ATP luminescence, 3 h | inhibition, % at 8 µM | actives 0.42% (n = 220,000) | AID 1481, 2009; in the data active means inhibition above about 15%;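 further: 0% = DMSO vehicle and 100% = wells lacking enzyme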
Target sequence (P55072 whole entry, looked up): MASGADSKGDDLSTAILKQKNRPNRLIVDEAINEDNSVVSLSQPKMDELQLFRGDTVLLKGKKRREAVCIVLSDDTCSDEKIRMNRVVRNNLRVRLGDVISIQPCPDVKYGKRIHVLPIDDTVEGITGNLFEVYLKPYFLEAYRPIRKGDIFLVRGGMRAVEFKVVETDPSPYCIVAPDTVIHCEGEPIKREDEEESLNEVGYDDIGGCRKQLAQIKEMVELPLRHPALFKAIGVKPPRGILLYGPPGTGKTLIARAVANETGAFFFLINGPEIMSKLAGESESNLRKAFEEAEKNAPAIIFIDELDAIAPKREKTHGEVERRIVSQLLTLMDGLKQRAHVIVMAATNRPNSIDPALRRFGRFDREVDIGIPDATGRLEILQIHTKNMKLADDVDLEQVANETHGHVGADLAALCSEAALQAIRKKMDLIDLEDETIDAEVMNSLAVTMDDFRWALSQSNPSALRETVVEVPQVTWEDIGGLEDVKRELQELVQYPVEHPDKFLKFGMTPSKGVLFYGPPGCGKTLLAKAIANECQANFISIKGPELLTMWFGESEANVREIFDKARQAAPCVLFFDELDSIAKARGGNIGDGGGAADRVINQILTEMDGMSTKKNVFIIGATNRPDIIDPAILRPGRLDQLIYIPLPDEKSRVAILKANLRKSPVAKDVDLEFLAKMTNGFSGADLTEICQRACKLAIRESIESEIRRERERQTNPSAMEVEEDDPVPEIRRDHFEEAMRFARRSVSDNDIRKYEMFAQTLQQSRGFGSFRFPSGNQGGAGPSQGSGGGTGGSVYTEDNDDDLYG
BaF3 tox = parental Ba/F3 cell viability inhibition, counter-screen for JAK2V617F inhibitor project, murine pro-B, CellTiter-Glo luminescence; CellTiter-Glo ATP luminescence; inhibition, % at 5.6 µM; actives 1.1% (n = 220,000); AID 1486, 2009;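 active means inhibition above a per-campaign cutoff, the mean inhibition of all tested compounds plus 3 SD, cut at about 27% in these data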;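 further: 0% = DMSO wells and 100% = JAK Inhibitor I control wells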
Ba/F3 V617F tox = reduced viability of JAK2V617F-dependent Ba/F3 cells, primary screen, JAK2V617F inhibitor project, cell-based, Ba/F3 EpoR-JAK2V617F, luminescence. ATP luminescence. inhibition, % at 5.6 µM. actives 1.1% (n = 220,000);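 active means inhibition above the campaign mean plus 3 SD over all tested compounds, cut at about 24% in these data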;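 further: cytokine-independent growth of Ba/F3 cells driven by EpoR plus mutant JAK2; 0% = DMSO-treated cells and 100% = JAK inhibitor I control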
TbHK1 inh = Trypanosoma brucei hexokinase 1 inhibitors, primary screen, biochemical, G6PDH-coupled NADH absorbance, MLSCN library. hexokinase 1 [Trypanosoma brucei]. recombinant TbHK1, G6PDH-coupled NADH A340. inhibition, % at 10 µM. actives 0.11% (n = 220,000). AID 1430, 2008;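 active means inhibition of 50% or more in the single-dose primary screen; inactive means inhibition below 50%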
Furin inh = human furin inhibitors, primary screen, biochemical, fluorescence intensity | inhibition, % at 30 µM | AID 463115, 2010 | P09958 | actives 0.061% (n = 220,000) | purified furin, fluorogenic substrate cleavage; in the data active means inhibition above about 25%; further: inactives centre near -15
* = called active by the depositor; . = no result given; & = joins results of further samples; [ ] = remark or other dose. This is a subset; rates above refer to the full screens.

Order of results – RBBP9 inhibitor	PPC-1+TRAIL kill	NCF1 inh	EP2 antag	p97 inhibitor	BaF3 tox	Ba/F3 V617F tox	TbHK1 inh	Furin inh
> CCCNC(=O)c1cc(-c2ccc(Br)cc2)on1
→ -11	9	-10	.	-4	2	3	-3	-23
> CCCCNC(=S)N/N=C/c1ccc(OCC(=O)Nc2c(C)cc(C)cc2C)c(OC)c1
→ -8	2	-3	8	-2	7	3	-6	-14
> Cc1ccc(N2C(=O)[C@@H]3[C@H](C2=O)[C@H]2C=C(C(=O)c4ccccc4)C=CN2[C@@H]3C(=O)c2ccc(Cl)cc2)cc1
→ -5	25	-44	6	2	9	2	-7	-10
> CCOC(=O)C1(Cc2ccccc2)CCCN(CCO)C1 (stereo unspecified)
→ -8	18	-149	12	-1	4	1	6	-16
> CSC1=NCCN1C(=O)c1ccc(S(=O)(=O)N2CCOCC2)cc1
→ 0	24	-9	17	6	5	-3	-2	-44
> Cc1ccccc1-c1nc2ccccc2[nH]1
→ -2	29	0	17	-3	2	1	-2	-16[20 µM]
> Nc1cc(=O)[nH]c(N2CCN(c3ccccc3)CC2)n1
→ -7	19	-3	5	5	6	1	0	-22
> O=C(c1ccco1)N1CCN(C(=O)c2cc(-c3ccccn3)nc3ccccc23)CC1
→ -8	8	.	11	2	2	-1	-9	-27
> CCOc1ccc2nc(NC(=O)C3CCN(c4cnccn4)CC3)sc2c1
→ -12	-6	-10	8	0	5	1	1	-19
> CCCn1c(C(=O)OC)cc2c1ccn2-c1ccc(F)cc1
→ -13	11	-11	2	1	1	-5	7	-8[20 µM]
> COc1ccccc1/C=C/C(=O)N1CCC(c2ccccc2)C1 (stereo unspecified)
→ -8	3	-19	8	-3	3	-1	-12	-28
> Cc1ccc(NC(=O)COC(=O)CCc2ccc(S(=O)(=O)N3CCOCC3)cc2)cc1C
→ 9	27	-20	2	-2	7	-2	3	-28
> Cc1ccc(Cn2c(N)c(S(=O)(=O)c3cccs3)c3nc4ccccc4nc32)cc1
→ -3	11	-17	5	-4	2	3	2	-18[20 µM]
> Cc1ccc(S(=O)(=O)Nc2cccnc2)cc1
→ -4	22	-6	1	5	-1	-1	0	-20[20 µM]
> Cc1ccc(NC(=O)CSc2nnc(C)c(=O)[nH]2)cc1C
→ -5	-14	4	15	6	5	0	-1	-23
> Fc1ccc(CNc2nc(-c3ccccc3)nc3ccccc23)cc1
→ -27	12	-27	5	9	7	5	11	8
> CCC(C)n1c(SCC(=O)/C(C#N)=C(\C)N)nc2ccccc2c1=O (stereo unspecified)
→ -7	22	-8	13	4	7	1	-1	-26
> Cc1ccc(NS(=O)(=O)c2cc(C(=O)O)ccc2Cl)c(C)c1
→ -5	12	-11	11	3	3	-1	1	9[20 µM]
> Cc1cc2nc(SCCN3CCCC3)[nH]c2cc1C
→ 5	8	2	5	4	16	0	0	-13
> CC(=O)N1CCN(Cc2nc3cc(NC(=O)c4cccc(Br)c4)ccc3n2C)CC1
→ -6	30	-9	8	7	-5	-2	-9	-22
> O=C(CCCCn1c(=O)[nH]c2ccsc2c1=O)NCCc1ccccc1
→ 1	1	-1	3	4	1	-1	-6	-9
> N#Cc1ccc(-c2csc(NC(=O)/C=C/c3cccs3)n2)cc1
→ -13	28	-11	17	2	-1	-1	-2	-4
> O=[N+]([O-])c1ccn(-c2nc(-c3ccccc3)cc(C(F)(F)F)n2)n1
→ -6	37	-12	9	4	5	0	-1	-33
> NC(=O)c1sc2cc(C(F)(F)F)cnc2c1-c1ccccc1
→ 3	1	4	2	0	8	2	-3	-11
> CCOC(=O)c1c(-c2ccc(C)cc2)csc1NC(=O)c1ccc(N2C(=O)CCC2=O)cc1
→ -5	6	-17	12	3	3	0	-15	-18
> CN1CCN(c2ccc(C(=O)NC3CCCCC3)cc2[N+](=O)[O-])CC1
→ -4	20	2	1	8	4	1	-3	-21
> CCC(=O)N1c2ccc(S(=O)(=O)N(CCO)Cc3ccccc3)cc2CC1C (stereo unspecified)
→ 4	6	-9	16	3	3	-1	0	-12
> CC(=O)c1ccc(NC(=O)N2CCN(c3cccc(Cl)c3)CC2)cc1
→ 2	2	-8	12	0	2	-3	2	-13[20 µM]
> CCOC(=O)c1ccc2[nH]c(C)c(CN3CCN(C)CC3)c(=O)c2c1
→ 1	.	.	.	-3	5	5	-15	-17[20 µM]
> CCOc1cc(/C=N/NC(=O)CN2CCCCC2)ccc1OCc1cccc(Cl)c1
→ -5	-6	-30	8	-2	4	1	6	-3
> Cc1cc(=O)[nH]c(SCn2nnc3ccccc3c2=O)n1
→ -6	5	4	16	-1	6	3	1	-14
> NC(=O)c1ccc2c(c1)S(=O)(=O)c1ccccc1C2=O
→ 4	-5	21	4	7	-1	-1	-10	-4
> CCCCSc1nc(NCc2ccco2)c2c3c(sc2n1)COC(C)(C)C3
→ -1	14	-70	5	-3	1	-5	2	-13[20 µM]
> C/C(=N/NC(=O)c1cc(Cl)ccc1O)C12CC3CC(CC(C3)C1)C2
→ -5	12	-25	15	5	3	-3	-6	-11[20 µM]
> Cn1cc(S(=O)(=O)N2CCN(c3ccccc3F)CC2)c(=O)n(C)c1=O
→ -1	11	2	8	0	3	0	-5	-32
> CCOC(=O)C1=C(C)OC(N)=C(C#N)C1c1cncc(-c2ccc(F)cc2)c1 (stereo unspecified)
→ -5	0	-10	7	2	7	-1	-5	-16
> CCOC(=O)CSc1nc2c(sc(=S)n2-c2ccccc2OC)c(=O)n1Cc1ccco1
→ -8	10	-12	5	5	3	-1	-20	-25[20 µM]
> CCCCNC(=O)CO/N=C(\C)c1cc2ccccc2o1
→ -2	9	-11	3	2	6	2	22	-4
> O=C(COc1ccc(Cl)cc1Cl)OCC(=O)N1CCCc2ccccc21
→ -4	7	-14	4	-7	8	4	2	-5
> C#CC[N+](C)(C)CCN1C(=O)C2C(c3ccccc3)C=CC(c3ccccc3)C2C1=O (stereo unspecified)
→ 5	30	-3	3	2	7	3	1	-8

A different layout for part of the listing above:
smiles: CCOC(=O)CSc1nc2c(sc(=S)n2-c2ccccc2OC)c(=O)n1Cc1ccco1
  RBBP9 inhibitor = -8 | PPC-1+TRAIL kill = 10 | NCF1 inh = -12 | EP2 antag = 5 | p97 inhibitor = 5 | BaF3 tox = 3 | Ba/F3 V617F tox = -1 | TbHK1 inh = -20 | Furin inh = -25[20 µM]

smiles: NC(=O)c1sc2cc(C(F)(F)F)cnc2c1-c1ccccc1
  RBBP9 inhibitor = 3 | PPC-1+TRAIL kill = 1 | NCF1 inh = 4 | EP2 antag = 2 | p97 inhibitor = 0 | BaF3 tox = 8 | Ba/F3 V617F tox = 2 | TbHK1 inh = -3 | Furin inh = -11

smiles: CC(=O)c1ccc(NC(=O)N2CCN(c3cccc(Cl)c3)CC2)cc1
  RBBP9 inhibitor = 2 | PPC-1+TRAIL kill = 2 | NCF1 inh = -8 | EP2 antag = 12 | p97 inhibitor = 0 | BaF3 tox = 2 | Ba/F3 V617F tox = -3 | TbHK1 inh = 2 | Furin inh = -13[20 µM]

Other records.
Order of results – RBBP9 inhibitor	PPC-1+TRAIL kill	NCF1 inh	EP2 antag	p97 inhibitor	BaF3 tox	Ba/F3 V617F tox	TbHK1 inh	Furin inh
> Cn1nc(C(C)(C)C)c([N+](=O)[O-])c1C(=O)Nc1cccc2ccccc12
→ -10	-18	-7	8	6	-3	0	-1	-6
> Cc1ccc(OCC(=O)N/N=C/C=C/c2ccco2)cc1C
→ -11	-4	-1	8	2	6	1	-59	-2
> Cc1cc(C)nc(NS(=O)(=O)c2ccc(NC(=O)Nc3ccccc3F)cc2)n1
→ -3	14	-20	12	2	0	0	0	-15
> CC(=O)c1ccc(NC(=O)C2CCN(S(=O)(=O)c3cccs3)CC2)cc1
→ -7	-3	-9	22	7	0	-1	-5	-23
> C[C@@H]1CC=C[C@H]2[C@H]1C(=O)N(Cc1ccccc1)[C@H]2c1ccc(C(F)(F)F)cc1
→ .	-14	2	8	.	.	.	-3	-12
> O=C(COc1cccnc1[N+](=O)[O-])N1CCc2ccccc2C1
→ 1	10	.	4	-1	4	3	1	-27
> COCCN1CCn2c(nc3cc(NC(=O)NC4CCCCC4)ccc32)C1
→ -9	-4	-3	3	1	3	0	-8	-11
> CCOC(=O)Cc1csc(NC(=O)C(C)(C)CC)n1
→ -6	-1	0	6&9	-2	7	4	-2	0[20 µM]
> COc1ccccc1/C=C/C=N/NC(=O)c1ccc2nc[nH]c2c1
→ -3	.	1	12	5	7	3	-68	4
> Cc1ccc(C(=O)Nc2cc(=O)n(C)c(=O)n2C)cc1C
→ -6	13	-3	14	0	2	-5	-12	-18
> C/C(=N\Nc1ccc(S(=O)(=O)N2CCOCC2)cc1[N+](=O)[O-])C(C)C
→ -7	10	3	2	2	4	-1	-1	-19
> CCOC(=O)c1[nH]c2ccc(OC)cc2c1NC(=S)N1CCN(c2ccccc2OC)CC1
→ 2	32	-1	8	4	-1	1	-20	-7
> COc1ccc(C2/C=C\CN(S(=O)(=O)/C=C/c3ccccc3)CC(=O)N2Cc2ccc(F)cc2)cc1 (stereo unspecified)
→ .	-4	-9	14	.	.	.	-2	-4
> O=C(CN(c1ccccn1)S(=O)(=O)c1ccccc1)N/N=C/c1cccc([N+](=O)[O-])c1
→ -1	15	-5	8	4	0	-2	-9	-8
> CC(Nc1nc(N2CCNCC2)nc2ccccc12)c1ccccc1 (stereo unspecified)
→ -6	18	15	3	-5	8	11	-2	-3
> COc1ccc(OC)c(S(=O)(=O)N2c3cc(F)ccc3CCC2C)c1 (stereo unspecified)
→ 2	24	-1	8	1	3	2	0	-25[20 µM]
> Cn1c(C(=O)NCCCN2CCCCC2)cc2sccc21
→ 2	8	-11	8	2	-1	1	-5	-26
> CCCOc1ccc(-c2c(C(=O)N/N=C/c3ccc(OC)cc3)nnn2-c2nonc2N)cc1
→ -11	1	-8	5	4	2	-3	-4	-7
> Cc1cccc(C#N)c1NC1=CC(=O)CC(C)(C)C1
→ 0	18	-4	10	1	3	-3	-1	-16[20 µM]

Source: PubChem (several laboratories)
